AID2073 – disruptors of CaV2.2 binding to Mint1 – biochemical, HTRF (AID 2073); 290,000 tested, 0.19% active; inhibition, % at 20 µM, or IC50 in µM where a hit was titrated; HTRF protein-protein interaction, Mint1-CaV2.2; higher % means a stronger effect; in the data active means inhibition mostly above about 51%, no sharp cut-off; inconclusive means no clear call, values can overlap the other calls; inactive means mostly below about 53%; further: some results filed as inactive read as strong as hits
GPR55 activation – GPR55 agonists via beta-arrestin recruitment, primary screen, imaging, U2OS cells, beta-arrestin-GFP redistribution (AID 1961); one-dose activation, % at 10 µM; EC50 in µM for titrated hits; U2OS GPR55 beta-arrestin-GFP redistribution imaging; higher % means a stronger effect; 290,000 tested, 0.048% active;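 active means activation above 40% with more than 50 cells counted in the well; inconclusive means wells holding fewer than 50 cells, flagged as toxic or sparse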;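 further: U2OS osteosarcoma cells stably expressing GPR55 and beta-arrestin-GFP; plate controls were DMSO negative control for no effect and LPI positive control for full effect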
SIAH1 antagonists – Siah-1 peptide-binding antagonists, primary screen, biochemical, fluorescence polarization, rhodamine-plectin, uHTS (AID 1817); Siah-1 / rhodamine-plectin peptide fluorescence polarization; higher % means a stronger effect; displacement, % at 20 µM, or IC50 in µM where a hit was titrated; 290,000 tested, 0.02% active;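 active means displacement of at least 50% at 20 µM, with a fluorescence ratio check between 0.3 and a set limit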;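 further: plate controls were Siah plus tracer with DMSO for no effect and tracer alone without Siah for full effect; strong numbers were not always called active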
GPR35 antagonists – GPR35 antagonists blocking zaprinast-driven arrestin recruitment, primary screen, imaging, U2OS, beta-arrestin-GFP, zaprinast agonist (AID 2058); U2OS GPR35 beta-arrestin-GFP translocation imaging, zaprinast antagonism; higher % means a stronger effect; inhibition, % at 10 µM, or IC50 in µM where a hit was titrated; 290,000 tested, 0.052% active;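 active means inhibition of at least 50% with at least 30 cells and total cytoplasm GFP at most 10,000,000; inconclusive means under 30 cells or total GFP of 10,000,000 plus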
HIV peptide binding – inhibitors of HIV fusion peptide binding, primary screen, biochemical, uHTS, fluorescence dequenching (AID 1986); cell-free peptide binding, fluorescence dequenching, 30 min; higher % means a stronger effect; one-dose inhibition, % at 20 µM; IC50 in µM for titrated hits; 290,000 tested, 0.3% active; in the data active means inhibition mostly above about 52%, no sharp cut-off; inactive means mostly below about 76%; further: some results filed as inactive read as strong as hits
NS5 inhibitors – Dengue-2 NS5 methyltransferase inhibitors, primary screen, biochemical, confirmation dose response (AID 588689). inhibition, % at 25 µM; hits with a dose series show IC50 in µM. 340,000 tested, 0.3% active. Dengue-2 NS5 methyltransferase capping enzyme assay, biochemical; higher % means a stronger effect; in the data active means a potency from the dose series; inconclusive means inhibition above about 29% without an active follow-up result
GPR55 LPI antagonism – inhibition of LPI-stimulated GPR55 beta-arrestin translocation – imaging, U2OS, beta-arrestin-GFP, LPI agonist, primary screen (AID 2013). U2OS GPR55 beta-arrestin-GFP translocation imaging, LPI antagonism; higher % means a stronger effect. one-dose inhibition, % at 10 µM; IC50 in µM for titrated hits. 290,000 tested, 0.13% active;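 active means spots per cell inhibited over 60%, with over 100 cells counted and total cytoplasm intensity under 500,000; inconclusive means wells with under 100 cells, flagged as likely toxic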;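 further: U2OS cells stably carrying GPR55 and arrestin-GFP stimulated by 5 µM LPI near EC80; imaged beta-arrestin-GFP aggregate spots per cell after agonist stimulation; plate controls were LPI-stimulated DMSO wells for no effect and DMSO wells without LPI for full effect; some results filed as inactive read as strong as hits; confirmed hits need IC50 under 10 µM and bright autofluorescent wells are also inconclusive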
NTR1 ag – agonists of NTR1, primary screen, imaging, U2OS cells, beta-arrestin-GFP, high content (AID 493036); P30989; NTR1-U2OS beta-arrestin-GFP spot imaging, agonist mode; activation, % at 20 µM; 330,000 tested, 0.17% active;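 active means activation at or above 40% of the spot to cytoplasm intensity ratio, with at least 20 cells analyzed; inconclusive means wells under 20 cells, flagged as cytotoxic or low count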;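 further: 0% = DMSO without peptide and 100% = 100 nM NTR1 peptide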
Target sequence (P30989 whole entry, looked up): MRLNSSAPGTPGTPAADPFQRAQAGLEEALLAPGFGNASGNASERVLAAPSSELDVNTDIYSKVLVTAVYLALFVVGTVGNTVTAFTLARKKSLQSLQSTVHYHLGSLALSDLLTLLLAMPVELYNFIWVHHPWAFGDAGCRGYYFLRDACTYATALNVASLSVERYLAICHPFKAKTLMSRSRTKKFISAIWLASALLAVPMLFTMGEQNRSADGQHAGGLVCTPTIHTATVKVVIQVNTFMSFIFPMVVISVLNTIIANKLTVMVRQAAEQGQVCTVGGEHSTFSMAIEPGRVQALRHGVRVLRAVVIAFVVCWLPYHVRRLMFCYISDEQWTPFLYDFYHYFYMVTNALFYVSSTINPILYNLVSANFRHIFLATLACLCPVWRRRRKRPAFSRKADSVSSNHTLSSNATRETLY
UTI89 phage lysis – protection from phage-mediated lysis, alamar blue read-out – E. coli UTI89, K1F phage, bacterial capsule biogenesis inhibitors (AID 488966); E. coli UTI89 K1F phage lysis, alamar blue, 2 h; higher % means a stronger effect; inhibition, % at 100 µM; hits with a dose series show IC50 in µM; 340,000 tested, 0.02% active;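 active means phage lysis inhibition, versus mean bacterial control, above a set limit; inconclusive means no clear call, values can overlap the other calls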;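 further: capsule biogenesis inhibitors block K1F phage lysis so surviving cells raise fluorescence; higher fluorescence means more inhibition of phage lysis; actives were called in the ten point dose series up to 300 µM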
NTR1 ag cell count 20 µM – recorded beside NTR1 ag, whose call it bears; cell count; measured here: cell count, cytotoxicity flag
NS5 inhibitors pilot replicate – further read-out of NS5 inhibitors, marked with its call; inhibition, %; measured here: pilot screen replicate inhibition
An asterisk follows results filed as active; ? = inconclusive; . = no result given; & = joins results of further samples; [ ] = remark or other dose.

Start of the listing, in advance (2 entries):
SMILES | AID2073 | GPR55 activation | SIAH1 antagonists | GPR35 antagonists | HIV peptide binding | NS5 inhibitors | GPR55 LPI antagonism | NTR1 ag | NTR1 ag cell count 20 µM | UTI89 phage lysis | others
COc1ccc(CNC(=O)COC(=O)C2CC3C=CC2C3)cc1 (configuration not stated) | 2% | 0.0% | -3% | 10% | -1.1% | -15% | 3% | 0.1 | 95 | -0.1%
O=C(c1cc([N+](=O)[O-])ccc1Cl)N1CCN(c2ccc([N+](=O)[O-])cc2)CC1 | -1% | -0.1% | -2% | -5% | -3.9% | -3% | 6% | 1.4 | 37 | -0.1%[50 µM]

All compounds of this part, repeating the preview:
SMILES | AID2073 | GPR55 activation | SIAH1 antagonists | GPR35 antagonists | HIV peptide binding | NS5 inhibitors | GPR55 LPI antagonism | NTR1 ag | NTR1 ag cell count 20 µM | UTI89 phage lysis | others
COc1ccc(CNC(=O)COC(=O)C2CC3C=CC2C3)cc1 (configuration not stated) | 2% | 0.0% | -3% | 10% | -1.1% | -15% | 3% | 0.1 | 95 | -0.1%
O=C(c1cc([N+](=O)[O-])ccc1Cl)N1CCN(c2ccc([N+](=O)[O-])cc2)CC1 | -1% | -0.1% | -2% | -5% | -3.9% | -3% | 6% | 1.4 | 37 | -0.1%[50 µM]
CCC1CCCCN1CCCNC(=O)c1ccc2c(c1)NC(=O)CN2C (configuration not stated) | 12% | -0.1% | 2% | 23% | 1.9% | -4% | 0% | 0.9 | 69 | 0.6%
CCCCNC(=O)Cn1cnc2sc(C)c(S(=O)(=O)N3CCN(c4ccccc4OC)CC3)c2c1=O | 5% | 0.4% | 8% | 14% | 1.0% | -1% | 1% | 2.3 | 52 | 0.1%
COc1ccc(NC(=O)C2CCCN(S(=O)(=O)c3ccc(-n4cnnn4)cc3)C2)cc1 (configuration not stated) | 27% | -0.2% | 2% | -4% | 3.1% | 0% | 11% | -0.1 | 56 | 0.3%
CCOC(=O)C1=C(C)Nc2nnnn2C1c1c[nH]c2ccccc12 (configuration not stated) | -2% | -0.2% | 1% | -5% | -1.8% | . | -3% | 2.4 | 49 | .
CC(C)NC(=O)c1ccccc1NC(=O)c1ccccc1N(C)S(C)(=O)=O | 12% | -0.1% | -2% | 9% | 2.2% | -10% | 0% | 0.2 | 76 | 1.5%
Cc1ccc(S(=O)(=O)NCc2c(-c3ccccc3)c3cc(Cl)ccc3[nH]c2=O)cc1 | -6% | 0.0% | 11% | -7% | 4.2% | 0% | 2% | 19 | 50 | 1.2%
Cc1ccc(-c2nc(N)sc2C)cc1 | -5% | 0.8% | 1% | -14% | -1.4% | -7% | 8% | 1.1 | 71 | 0.0%
CCOC(=O)c1sc(NC(=O)C(C)C)c(C#N)c1C | 2% | -0.1% | -3% | 14% | 0.5% | 22% | -2% | 0.4 | 90 | -0.1%
CCCNC(=O)NC(=O)CN1C(=O)NC(C)(c2ccc(C)cc2)C1=O (configuration not stated) | 0% | -0.1% | -4% | 10% | -3.1% | -3% | -20% | -1.7 | 58 | 1.2%
O=C(CSc1cccc[n+]1[O-])Nc1ccc2c(c1)OCO2 | 2% | -0.4% | -2% | 10% | -0.8% | 0% | 6% | -0.9 | 64 | 0.2%
CCN1C(=O)C(O)(CC(=O)c2ccc(-n3cccc3)cc2)c2ccccc21 (configuration not stated) | 15% | 0.2% | 5% | 9% | 3.1% | -1% | 9% | -0.9 | 64 | 0.1%
CCc1ccccc1Nc1nc2ccccc2n1C | 17% | 1.4% | -2% | -10% | -0.9% | -11% | 8% | 0.1 | 45 | 1.8%
COc1ccc(C)cc1NC(=O)c1ccc(OC(F)F)cc1 | -3% | -0.5% | 8% | 22% | 3.0% | -4% | 3% | 1.2 | 37 | 5.2%
COc1cc(NC(=O)CN(C)Cc2ccc(OC(F)F)cc2)c(C)cc1[N+](=O)[O-] | 3% | 0.5% | 4% | 19% | 0.9% | 0% | 15% | -0.7 | 51 | 2.1%
CC(C)(C)C(=O)COC(=O)CCc1nc2ccccc2[nH]c1=O | 22% | 0.2% | 3% | -12% | -0.5% | . | 20% | -0.3 | 49 | 0.4%
CCOC(=O)c1cc(NC(=O)c2ccoc2C)cc(C(=O)OCC)c1 | 6% | -0.2% | -3% | 21% | -0.6% | -8% | -4% | 8.8 | 69 | -0.8%
CN1[C@@H](CC(=O)c2ccccc2)CCC[C@H]1C[C@H](O)c1ccccc1 | 4%&-4% | 0.4%&-0.1% | 6%&1% | -7%&-15% | -1.1%&-1.1% | -2% | 8%&16% | -1.9 | 54 | 2.4%
Cc1nc2c(-c3ccccc3)c(C)nn2c(C)c1CCC(=O)N1CCOCC1 | 1% | 0.6% | 0% | 13% | -2.0% | 3% | -10% | -0.8 | 94 | -0.1%
CC1(C)C2([N+](=O)[O-])CN3CC1([N+](=O)[O-])CN(C2)C31CCCC1 | 3% | 0.2% | -1% | 0% | -0.1% | -4% | -5% | 0.7 | 54 | 0.5%
CCN(CC)S(=O)(=O)c1cccc(NC(=O)COC(=O)C2COc3ccccc3O2)c1 (configuration not stated) | -4% | 0.1% | 3% | -5% | -0.6% | -8% | 2% | -0.8 | 49 | ?
CCCOc1ccc(-c2nc(C#N)c(N3CCc4ccccc4C3)o2)cc1 | 1% | -0.1% | 1% | 26% | -0.1% | 0% | -5% | 5.0 | 78 | 2.0%
O=C1[C@H]2[C@@H](c3ccc(Cl)cc3)N3C(=O)N(c4cccc(Br)c4)C(=O)[C@@]3(Cc3ccc(Cl)cc3)[C@H]2C(=O)N1C1CCCCC1 | 24% | -0.2% | -5% | 5% | 1.6% | -10% | 2% | 0.8 | 96 | 2.4%
c1ccc2c(c1)nc(CN1CCOCC1)n1c3ccccc3nc21 | 7% | 0.5% | 1% | 19% | 2.2% | -2% | 2% | -1.2 | 38 | 0.9%
CC(C)N(Cc1ccccc1)C(=O)CN1C(=O)COc2ccc(S(=O)(=O)N3CCCCCC3)cc21 | 2% | 0.2% | 12% | -17% | -1.0% | -5% | 12% | 1.7 | 64 | 0.4%
Cc1cc2ccccn2c1C(=O)c1ccc([N+](=O)[O-])cc1[N+](=O)[O-] | -1% | -0.2% | -3% | 9% | -2.5% | 4% | 10% | 2.1 | 46 | 0.1%
Cc1ccc(N(C(=O)c2nsc(Cl)c2Cl)C(C(=O)NC2CCCC2)c2ccc(O)cc2)cc1C (configuration not stated) | 0% | -0.3% | 6% | 4% | 1.7% | 0% | 15% | 3.0 | 60 | 3.5%
CCCCc1ccc(S(=O)(=O)Nc2ccc(C)c(NS(C)(=O)=O)c2)cc1 | 11% | 0.3% | -5% | 1% | -2.0% | . | 6% | 1.8 | 42 | .
O=C(CN1C(=O)NC2(CCc3ccccc3C2)C1=O)Nc1ccc(F)cc1 (configuration not stated) | -3% | -0.1% | 1% | 7% | -1.1% | 0% | 7% | 1.5 | 41 | 2.1%
Cc1nc(SCC(=O)NCCc2ccccc2)n[nH]1 | -4% | -0.2% | 1% | -3% | -1.7% | -5% | 2% | 34 | 87 | -3.2%
Cc1ccc(-n2c(=O)c3cc4c(=O)n(-c5ccc(C)c(C)c5)c(=O)c4c(C(=O)c4ccc(C(=O)O)cc4)c3c2=O)cc1C | 85%* | -0.1% | -4% | 7% | 46% | 10% | 8% | 0.1 | 80 | 0.1%
CCN(CC)CCN(C(=O)c1ccc([N+](=O)[O-])cc1)c1nc2c(OC)cccc2s1 | -4% | -0.5% | -4% | 22% | -0.7% | 2% | 18% | 2.1 | 62 | 0.1%
O=C(Cn1nc(Cl)nc1Cl)Nc1ccccc1 | 15% | 0.2% | -5% | 10% | -0.4% | -2% | 15% | 0.0 | 80 | 2.4%
COc1ccc2oc(=O)c(C(=O)OCc3ccccc3)cc2c1 | 19% | 0.0% | 0% | 3% | 0.2% | -5% | 0% | -0.5 | 81 | -0.2%
O=C(NCCN1CCOCC1)c1ccc(CS(=O)(=O)c2c(Cl)cccc2Cl)o1 | 4% | -0.1% | 1% | -16% | 0.2% | -7% | 6% | 1.2 | 68 | 1.4%
Cc1nn(-c2ncc(C(F)(F)F)cc2Cl)c(=O)n1-c1ccccc1 | 7% | -0.1% | 3% | 2% | -0.3% | 3% | 15% | 2.5 | 51 | -0.1%
Cc1ccc2nc(SCc3cn4c(C)cc(C)nc4n3)[nH]c2c1 | 2% | -0.1% | -4% | 17% | 0.7% | . | 1% | 5.0 | 58 | .
CN(C)c1cccc(NC(=O)c2cccc3ccccc23)c1 | 8% | 0.0% | 0% | -8% | -1.2% | -3% | 11% | -0.8 | 88 | 0.1%
COc1c(C(=O)Nc2ccccc2N2CCOCC2)cc2ccccc2c1Br | 18% | -0.1% | 0% | 3% | 1.5% | -2% | -1% | 1.3 | 58 | -0.9%[50 µM]
S=c1[nH]nc(-c2ccc(Cl)cc2Cl)n1-c1ccccc1 | -32% | 0.8% | -4% | -1% | -2.6% | 0% | -11% | -0.5 | 58 | -0.5%
CC1(c2nnc(-c3cccc(Cl)c3)o2)CC(c2ccccc2Br)=NO1 (configuration not stated) | 2% | 0.2% | 1% | 10% | -0.7% | -4% | 4% | -1.5 | 99 | 0.6%
Cc1ccc(NC(=O)CSc2nc3ncc(Br)cc3[nH]2)cc1C | 8% | 0.7% | 8% | -5% | 1.5% | 3% | -12% | 2.9 | 82 | 0.2%
Cn1cc(CN2CCN(Cc3cccnc3)CC2)c(-c2ccc3c(c2)OCCO3)n1 | 5% | 0.2% | 3% | -2% | -1.4% | -3% | 6% | 2.8 | 48 | 0.9%
CC(Oc1ccc2ccc(=O)oc2c1)C(=O)NCCCn1ccnc1 (configuration not stated) | 2% | -0.1% | -2% | -12% | 0.1% | -3% | 4% | 1.1 | 50 | 0.0%
CCOC(=O)[C@@H]1[C@H]2COc3ccc(Br)cc3[C@H]2N2C(=O)N(c3ccc(Br)cc3)C(=O)[C@]12C | 12% | 0.4% | 0% | -10% | 1.8% | -4% | -3% | -2.1 | 92 | -1.2%
COc1ccc(N(CC(=O)N2CCN(c3ccc(F)cc3)CC2)S(=O)(=O)c2c(C)n[nH]c2C)cc1 | -13% | 0.0% | 1% | -9% | 1.4% | 4% | 23% | 3.5 | 34 | 0.0%
COC(=O)c1cc(C)sc1NC(=O)CCc1ccccc1 | 3% | -0.2% | 0% | 8% | 0.9% | -9% | -7% | 3.1 | 56 | 0.9% | NS5 inhibitors pilot replicate=-0.6

Screening data deposited in PubChem by several laboratories.
